14-3-3g Raf – modulators of human 14-3-3 gamma - Raf peptide interaction. P61981. FP, 14-3-3gamma / TMR-pS259-Raf peptide binding. inhibition, % at 40 µM. actives 0.19% (n = 160,000). AID 422; in the data active means inhibition above about 30%;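 further: 0% = protein plus tracer without compound and 100% = blank with tracer alone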
Target sequence (P61981 whole entry, looked up): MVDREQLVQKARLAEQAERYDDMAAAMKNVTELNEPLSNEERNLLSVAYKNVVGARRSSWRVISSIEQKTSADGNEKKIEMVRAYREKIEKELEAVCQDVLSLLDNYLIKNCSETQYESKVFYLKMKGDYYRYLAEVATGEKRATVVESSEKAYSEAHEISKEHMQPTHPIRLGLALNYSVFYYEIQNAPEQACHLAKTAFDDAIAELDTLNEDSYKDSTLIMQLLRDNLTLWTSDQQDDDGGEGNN
An asterisk follows results filed as active; & = joins results of further samples.

SMILES	14-3-3g Raf
CSCCC(NC(=O)c1ccco1)C(=O)OCC(=O)Nc1sccc1C#N (configuration not stated)	-29.8
Cc1cc(C)n2nc(C(=O)N3CCOCC3)nc2n1	-1.5
CCN(CC)C(=O)c1ccccc1NC(=O)c1cccc(S(=O)(=O)N2CCCCCC2)c1	-6.6
O=C(Cn1nc(-c2ccc(Cl)cc2)c2ccccc2c1=O)Nc1ccc(Br)cc1	-13.0
Nc1nnnn1/N=C/C=C/c1ccccc1	-2.3
CN(C)CCCN1C(=O)C(=O)/C(=C(/O)c2ccc(Br)cc2)C1c1ccccc1 (configuration not stated)	-6.8
CCC(CC)C(=O)Nc1c2c(nn1-c1cccc(C)c1C)CS(=O)(=O)C2	5.2
COCCn1c(C)cc(C(=O)CSc2ncnc3sc4c(c23)CCC4)c1C	-0.3
Cc1ccc(CNC(=O)C2CC(=O)N(C3CCCCCCC3)C2)cc1 (configuration not stated)	1.3
CCCCOc1ccccc1NC(=O)c1ccc2c(c1[N+](=O)[O-])C(=O)c1ccccc1C2=O	-10.1
O=C(c1ccc(N=Cc2c(O)cccc2Cl)cc1)N1CCCCC1	4.0
CCOc1ccc(C=C2N=C(SC)SC2=O)cc1	-37.3
Cc1cc(-c2ccccc2)c2nncn2n1	9.4
C=CCN(C(=O)Cc1c(C(=O)O)[nH]c2ccc(Cl)cc12)c1ccccc1	5.5
c1cc2c(cc1Cn1nnc(-c3ccc4c(c3)OCO4)n1)OCO2	-9.9

An excerpt of the results above, as a working copy:
SMILES	14-3-3g Raf
Cc1ccc(CNC(=O)C2CC(=O)N(C3CCCCCCC3)C2)cc1 (configuration not stated)	1.3
CCCCOc1ccccc1NC(=O)c1ccc2c(c1[N+](=O)[O-])C(=O)c1ccccc1C2=O	-10.1
O=C(c1ccc(N=Cc2c(O)cccc2Cl)cc1)N1CCCCC1	4.0
CCOc1ccc(C=C2N=C(SC)SC2=O)cc1	-37.3
Cc1cc(-c2ccccc2)c2nncn2n1	9.4
C=CCN(C(=O)Cc1c(C(=O)O)[nH]c2ccc(Cl)cc12)c1ccccc1	5.5
c1cc2c(cc1Cn1nnc(-c3ccc4c(c3)OCO4)n1)OCO2	-9.9

More results.
SMILES	14-3-3g Raf
CCOc1ccccc1C1CC(=O)Nc2cc(OC)c(OC)c(OC)c21 (configuration not stated)	5.9
COc1ccccc1Oc1cc(C#N)c(C#N)cc1-n1nnc2ccccc21	3.2
CCOC(=O)C1=C(C)OC(N)=C(C#N)C1c1ccoc1 (configuration not stated)	10.9
CCc1ccc(Oc2c(C(F)(F)F)oc3c(CN(CC)CC)c(O)ccc3c2=O)cc1	-7.8
Cc1ccc(N2C(=O)CC(N3CCN(CCO)CC3)C2=O)cc1 (configuration not stated)	-13.6
COC(=O)CN(c1ccc(F)cc1)S(=O)(=O)c1ccc2c(c1)OCCO2	4.1
COc1ccc(NC(=O)C(Cc2ccccc2)NC(=O)c2ccco2)cc1OC (configuration not stated)	0.5
O=C(Cc1ccc(F)cc1)Nc1ccc(S(=O)(=O)Nc2ncccn2)cc1	-3.8
Cc1ccc(NC(=O)C2c3ccccc3C(=O)N(C)C2c2cccs2)c(Br)c1 (configuration not stated)	-2.8
CCOC(=O)C1CCCN(C(=O)c2sc3nc(-c4ccc(F)cc4)cn3c2C)C1 (configuration not stated)	-1.8
O=S(=O)(c1cccc2nsnc12)N1CCCCCC1	-2.7
Cn1c(=O)n(CC(=O)Nc2ccccc2)c2ccccc21	-2.5
CCOc1ccc(NC(=O)c2ccc3c(=O)n(Cc4ccc(OC)cc4)c(=S)[nH]c3c2)cc1	-10.5
CCOC(=O)C1=C(N)N(c2ccccc2)C2=C(C(=O)CCC2)C1c1ccc(OC)cc1 (configuration not stated)	-18.7
COc1ccc(NC(=O)CSc2nc3[nH]ncc3c(=O)n2-c2ccccc2)cc1OC	-5.5
Cc1onc(-c2ccccc2)c1C(=O)Nc1nnc(N2CCCCCC2)s1	-5.2
CCOc1nc(NCCO)nc(Nc2ccc(I)cc2)n1	-9.0
CCOc1ccc2[nH]c(C)c(CN(C)Cc3ccccc3)c(=O)c2c1	-5.3
O=C1C(=O)N(CCCn2ccnc2)C(c2ccc(Cl)cc2)/C1=C(\O)c1ccc(F)cc1 (configuration not stated)	-15.2
Cc1ccc(N2C(=O)C3CC=CCC3C2=O)c(C)c1 (configuration not stated)	-9.5
Cc1cc(=O)oc2cc(Cl)c(OC(=O)c3ccccc3)cc12	8.8
CC(=O)N1CCc2cc(S(=O)(=O)NCCC(=O)NCCc3ccc(C)cc3)ccc21	-5.9
O=c1c(C(c2cccc([N+](=O)[O-])c2)c2c(O)nc3n(c2=O)CCCS3)c(O)nc2n1CCCS2	0.7
CCOc1cc(C2NC(=S)NC(C)=C2C(=O)NC)ccc1O (configuration not stated)	0.7
Cc1c(N(C)C(=O)C2CCCN2S(=O)(=O)c2ccccc2)c(=O)n(-c2ccccc2)n1C (configuration not stated)	2.5
CCCCc1ccc(-c2nnc(N)s2)cc1	-6.1
CCCCn1c(SCC(=O)N(CC)C2CCS(=O)(=O)C2)nnc1C(CC)N(C)C (configuration not stated)	-3.6
CCOc1cccc(-c2cc(C(=O)Nc3cc(C(C)(C)C)on3)c3ccccc3n2)c1	-20.1
O=C(CS(=O)(=O)c1cn(Cc2ccccc2Cl)c2ccccc12)Nc1ccccc1F	-0.9
Cc1noc(C)c1COC(=O)c1ccc(S(=O)(=O)NCc2ccco2)cc1	-0.6
COC(=O)c1ccccc1NC(=O)CN(C)S(=O)(=O)c1cc(C)ccc1OC	-6.7
CC1CC(C)CN(S(=O)(=O)c2ccc(F)c(C(=O)Nc3ccc(C(C)C)cc3)c2)C1 (configuration not stated)	-2.7
O=C(O)c1c(O)cnc2ccccc12	-3.1
O=C(COc1ccc(C2Nc3ccccc3S(=O)(=O)N2Cc2ccccc2)cc1)NC1CCCCC1 (configuration not stated)	0.9
Cc1ccccc1-n1c(SC(C)C(=O)O)nc2sc3c(c2c1=O)CC(C(C)C)OC3 (configuration not stated)	-14.4
CN(C(=O)Cc1c[nH]c2ccccc12)C(C(=O)Nc1ccc2c(c1)OCO2)c1ccccc1 (configuration not stated)	-5.7
O=C(CSc1nc2c(c(=O)n1-c1ccccc1)SCC2)NCc1ccco1	-10.0
CCOC(=O)Nc1ccc2c(c1)N(C(=O)CN(CC)CC)c1ccccc1C=C2	-7.3
COc1ccc(CCNC(=O)CS(=O)Cc2nc(-c3cccs3)oc2C)cc1OC (configuration not stated)	-8.2
CCOC(=O)c1c(NC(=O)CCCn2cnc([N+](=O)[O-])n2)sc(C)c1C	-9.3
CCOc1ccc(-n2c(SCC)nc3c(c2=O)SCC3)cc1	-20.4
COc1cc(C2Nc3c(ccc4ccccc34)C3=C2CCCC3=O)cc(Br)c1OC(C)C (configuration not stated)	-5.8
CC1(C)NC(=O)N(CCOCCSc2ccccc2)C1=O	-11.6
Cc1cc(=O)[nH]c(SCC(N)=O)c1C#N	-3.0
CC(=O)N1c2ccccc2N(Cc2ccc(C)cc2C)C(=O)C1(C)C	-8.8&-12.6

Six records drawn at random from the list so far:
SMILES	14-3-3g Raf
COc1ccccc1Oc1cc(C#N)c(C#N)cc1-n1nnc2ccccc21	3.2
CCC(CC)C(=O)Nc1c2c(nn1-c1cccc(C)c1C)CS(=O)(=O)C2	5.2
Cc1c(N(C)C(=O)C2CCCN2S(=O)(=O)c2ccccc2)c(=O)n(-c2ccccc2)n1C (configuration not stated)	2.5
c1cc2c(cc1Cn1nnc(-c3ccc4c(c3)OCO4)n1)OCO2	-9.9
CSCCC(NC(=O)c1ccco1)C(=O)OCC(=O)Nc1sccc1C#N (configuration not stated)	-29.8
CC(=O)N1c2ccccc2N(Cc2ccc(C)cc2C)C(=O)C1(C)C	-8.8&-12.6

Further entries follow:
SMILES	14-3-3g Raf
COCCOC(=O)C1=C(C)NC(=O)NC1c1ccc(Br)s1 (configuration not stated)	-12.5
NC(=O)CN1C(=O)c2ccccc2C1=O	10.1
O=C(O)CSc1nnc(-c2cc3ccccc3o2)n1-c1ccccc1	5.0
CCC(=O)N1c2ccccc2-c2nnc(SC)nc2OC1c1cc(Cl)c(OC)c(OC)c1 (configuration not stated)	3.0
Cc1onc(-c2ccccc2Cl)c1-c1nc(-c2ccc(C(F)(F)F)cc2)no1	8.8
CSc1ccccc1C(=O)NCCSC(C)(C)C	-8.8
CCCOC(=O)C1=C(C)NC2=C(C(=O)CCC2)C1c1cc(Br)c(O)c(OCC)c1 (configuration not stated)	-1.4
N=c1n(Cc2ccc(Cl)cc2)c2ccccc2n1CC(O)c1ccco1 (configuration not stated)	-6.9
CCSc1nnc2c(n1)OC(c1cc(O)c(O)c(Br)c1)Nc1ccc(Br)cc1-2 (configuration not stated)	-9.9
O=C1OC2(C(=O)c3ccccc3C2=O)/C(=C(\O)c2ccc(Br)cc2)C1=O	-6.6
COc1ccc(S(=O)(=O)N(CC(=O)Nc2ccccc2C)Cc2ccccc2)cc1	6.4
NC(=O)c1cc(-c2ccccc2)sc1NC(=O)c1ccco1	-3.1
Cc1ccc2c(c1)NC(=O)C(Cl)(C(F)(F)F)O2 (configuration not stated)	0.3
CC1C=CCC2C(=O)N(c3cccc(C(=O)OCC(=O)c4ccc(Br)cc4)c3)C(=O)C12 (configuration not stated)	-2.6
COc1ccc(-n2nc(C(=O)NCC(=O)Nc3cc(C)ccc3OC)c3ccccc3c2=O)cc1Cl	-2.0
O=C1c2ccc(-c3nc4ccccc4c(=O)o3)cc2C(=O)N1c1cccc(C(F)(F)F)c1	-4.5
COc1ccc(Cl)cc1N1C(=O)C=CC1=O	-18.4
COc1ccccc1C(=O)N1CCNC(=O)C1CC(=O)Nc1ccc(Cl)cc1 (configuration not stated)	3.5
O=C(Nc1ccc(O)cc1C(=O)O)c1ccc2c(c1)C(=O)N(Cc1ccco1)C2=O	-9.0
COc1ccccc1C1NC(=O)CCC1[N+](=O)[O-] (configuration not stated)	-3.9
CCC(C)NC(=O)CN1CCN(Cc2cccc(Cl)c2)C1=O (configuration not stated)	3.7
O=C(Nc1cccc2ncccc12)c1ccc2c(c1)OCCO2	-8.1
CCCNC(=O)Nc1cc(OCC)c(N2CCOCC2)cc1OCC	-6.8
O=C(O)c1cccnc1SCc1cccnc1	1.3
CC1(C)CC(=O)c2sc(N)nc2C1	-0.7
Cc1c(C(=O)NCc2ccccn2)oc2ccc(S(=O)(=O)N3CC(C)CC(C)C3)cc12 (configuration not stated)	-0.7
CCCS(=O)(=O)N1CCCC(C(=O)NC(C)c2ccccc2)C1 (configuration not stated)	1.8
CCn1c(N)c(C(=O)Nc2ccccc2)sc1=S	-8.4
CC1CC(C)CN(C(=O)CSc2cc(=O)n(C)c3ccccc23)C1 (configuration not stated)	-7.9
CCOC(=O)C1CCN(S(=O)(=O)c2nc3nc(C)cc(C)n3n2)CC1	-10.5&-5.4
CN1CCc2nc(SCc3ccccc3C(F)(F)F)c(C#N)cc2C1	-23.1
CC1=C(C(=O)OC(C)C)C(c2coc3ccccc3c2=O)C2=C(CCCC2=O)N1 (configuration not stated)	-3.1
CCCn1c(C(Cc2ccccc2)NC(=O)COC)nc2ccccc21 (configuration not stated)	0.1
CCC1SC2=NC(C)=C(C(=O)OCCOC)C(c3ccc(Br)cc3)N2C1=O (configuration not stated)	-25.2
O=C(Nc1ccc(F)cc1)c1cc2ccccc2oc1=O	2.9
CC(C)(C)c1ccc(CCCNCCN2CCNCC2)cc1	6.9
COCCNC(=O)C(c1cccs1)N(C(=O)Cn1nnc2ccccc21)c1cccc(C)c1 (configuration not stated)	-3.2
CC(NC(=O)CSc1n[nH]c(=O)n1C1CC1)C12CC3CC(CC(C3)C1)C2 (configuration not stated)	5.3
Cc1c(N=Cc2cccc(OCc3ccccc3)c2)c(=O)n(-c2ccccc2)n1C	1.7
CCCCN1C(=O)C(O)(CC(=O)c2ccco2)c2cc(Br)ccc21 (configuration not stated)	-2.0
Cc1sc2ncn(CC(=O)N(C)Cc3ccccc3)c(=O)c2c1S(=O)(=O)N1CCC(C)CC1	-9.4
CCOC(=O)c1ccccc1NC(=O)COC(=O)C1=COCCO1	-7.1
O=C(Cc1ccc([N+](=O)[O-])cc1)N1N=C(c2ccc(Br)cc2)CC1(O)C(F)(F)F (configuration not stated)	-1.5
CCCCCCOc1ccc(C(=O)Nc2cccnc2)cc1	-3.7
COC(=O)c1nnn(CC(=O)Nc2ccc(OC)cc2)c1C(=O)OC	5.0
CCOC(=O)C1CCCn2c1nc1sc3c(c1c2=O)CCCC3 (configuration not stated)	0.2
CCn1cc(C(=O)NCC2CCCO2)c(=O)c2cc(S(=O)(=O)N(C)C3CCCCC3)ccc21 (configuration not stated)	2.0
COc1ccccc1-n1cnnc1SCC(=O)c1ccc[nH]1	-18.7
O=C(CCOc1ccccc1)Nc1ccccc1[N+](=O)[O-]	-18.0
COc1ccc(NC(=O)c2cnn(-c3ccccc3)c2NC(=O)c2cccc(F)c2)cc1	-7.6
CCOc1nc(-c2ccccc2)ccc1-c1noc(-c2ccc(OC)c(OC)c2)n1	-3.1
CCOC(=O)Cc1ccc(NS(=O)(=O)c2ccc(SC)cc2)cc1	0.6
Cc1cc2cc(CCNC(=O)CCC3CCCCC3)c(=O)[nH]c2cc1C	9.3
CCN1C(=O)CC(C(=O)Nc2ccc(OC)cc2)SC1=Nc1ccc(F)cc1 (configuration not stated)	-16.8
CC(=O)c1nc2ccccc2[nH]1	-1.4
O=C(c1cccc(F)c1)N1CCN=C1SCc1ccc(C(F)(F)F)cc1	-12.1
CCN(CC)S(=O)(=O)c1ccc(C(=O)Nc2nc(-c3ccc(F)cc3)cs2)cc1	-9.7
COc1ccc(CN(C(=O)CN2C(=O)C(C)Oc3ccccc32)C2CCCC2)c(OC)c1 (configuration not stated)	-0.2
O=C(COc1ccccc1)N1CCc2ccccc2C1	6.2
OC1CCOc2ccccc21 (configuration not stated)	-0.5

(next part)
SMILES	14-3-3g Raf
O=C(O)CCn1c(=O)[nH]c2ccccc2c1=O	0.1&-3.1
Cc1ccc(S(=O)(=O)N2CCC(C(=O)NC3CCCc4ccccc43)CC2)cc1 (configuration not stated)	-263.0
CCCCN(C)CCCNC(=O)CC1Oc2ccccc2NC1=O (configuration not stated)	3.7
COc1cc(N2C(=O)Cn3c2nc2c3c(=O)n(C)c(=O)n2C)c(OC)cc1Cl	4.8

Screening data as filed in PubChem BioAssay.

These rows are one share of the data; the hit share may differ from the screen's.
